# Screening data deposited in PubChem by Broad Institute.
# DYRK1A inh: inhibitors of rat Dyrk1A kinase. Q63470. ADP-Glo luminescence, NFATc1 peptide. inhibition, % at 12.5 µM. hit rate 0.43% among 310,000; in the data active = inhibition above about 50%;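 also: plate controls were vehicle with enzyme for no effect and no enzyme for full effect; many of its hits are not listed in these tables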
# Starred values were filed as active, the others as inactive. Some of the compounds tested; rates above refer to the full screens.
DYRK1A inh | molecule
0 | Cc1ccc(S(=O)(=O)Nc2c(C)n(C)n(-c3ccccc3)c2=O)cc1C(=O)NCc1ccco1
-5 | O=S(=O)(Nc1ccc(-n2cnnn2)cc1)c1ccc(Cl)s1
-4 | CC12CCC(C)(O1)C1C(=O)N(c3nccs3)C(=O)C12 (stereo unspecified)
-10 | COc1ccc2c(c1)N(C[C@H](C)CN(C)C)c1ccccc1S2
-2 | Cc1ccc(S(=O)(=O)N2CCN(C(=O)COC(=O)/C=C/c3ccc(Cl)cc3)CC2)c(C)c1
8 | O=c1[nH]nc(N=Nc2c(O)[nH]c3ccc(F)cc23)c(=O)[nH]1
0 | CSc1nc(Cl)c(Br)c(Nc2c[nH]c(=O)[nH]c2=O)n1
-5 | Cc1ccc(S(=O)(=O)N2CCOCC2)cc1C(=O)Nc1cc(Cl)ccc1N1CCOCC1
0 | Cc1ccc(S(=O)(=O)N2CCN(C(=O)COC(=O)c3ccc(Cl)c(S(N)(=O)=O)c3)CC2)c(C)c1
1 | Nc1nccc(SCc2ccccc2)n1
-1 | O=C(CC(O)c1ccccc1)Nc1ccccn1 (stereo unspecified)
43 | COc1ccccc1CNCCS(=O)(=O)NCc1ccccc1
1 | CC(C)Oc1ccc(S(=O)(=O)N2CCOCC2)cc1NC(=O)CCCSc1ccccc1
0 | CC(C)N(C(=O)[C@H]1C[C@H](CC(=O)NCCc2ccccn2)C(=O)N2CCc3c([nH]c4cc(CCC(=O)N(C)C)ccc34)[C@]12C)C(C)C
9 | CC(NC(=O)c1cccc(S(=O)(=O)N2CCN(Cc3ccccc3)CC2)c1)c1ccccc1Cl (stereo unspecified)
-1 | CCOC(=O)c1cc2c(=O)n3ccccc3nc2n(Cc2ccc(Cl)cc2)c1=N
1 | O=c1ccn([C@@H]2O[C@H](CNCc3ccc(-n4cccn4)cc3)[C@@H](O)[C@H]2O)c(=O)[nH]1
0 | O=c1[nH]c(=O)n(C2OC(CO)C(O)C2O)cc1F (stereo unspecified)
7 | CN(CC(=O)Nc1cccc(F)c1)C(=O)c1ccc2c(c1)CC(c1ccccc1)OC2=O (stereo unspecified)
-6 | OCC(O)C(O)C(O)c1cnn(-c2ccccc2)n1 (stereo unspecified)
9 | O=C(COC(=O)c1ccccc1)Nc1cccc(S(=O)(=O)N2CCCCC2)c1
3 | CCN1C[C@@H]2[C@@H]3C(=O)N(C)C(=O)[C@@H]3[C@](CC)(C(=O)OC)N2C1=NC
1 | CC1CN(CC(O)c2ccc(Br)cc2)CCO1 (stereo unspecified)
-9 | N#Cc1ccc(Cl)cc1NC(=O)CNc1cccc(S(=O)(=O)N2CCCC2)c1
1 | CCOC(=O)C1=CNS(=O)(=O)NC1c1ccccc1 (stereo unspecified)

# Further results:
DYRK1A inh | molecule
-2 | CC(Sc1nnc(Cc2cccs2)n1C)C(=O)Nc1ccc(C(N)=O)cc1 (stereo unspecified)
-2 | CC1CC(C)(C)CC2(C1)NC(=O)N(CC(=O)Nc1cc(C(F)(F)F)ccc1N1CCCCC1)C2=O (stereo unspecified)
-4 | F[B-](F)(F)COCc1ccccc1Br
4 | CCOC(=O)Cc1csc(SCC(=O)NC2CCCC2)n1
3 | COc1cc2oc(=O)cc(-c3ccc(-c4ccc(O)cc4)cc3)c2c(OC)c1OC
-8 | O=C1C=CC(=O)N1Cc1cccnc1
0 | CCCN1CCN(CC(=O)NCC(=O)Nc2cccc(C)c2C)CC1
0 | CCOC(=O)C(C(=O)OCC)C(c1ccccc1)N1CCN(c2ccccc2)CC1 (stereo unspecified)
9 | CN1CCC(N(C)C(=O)c2ccc(Cl)c(S(=O)(=O)Nc3ccc(Cl)cc3)c2)CC1
-3 | COc1ccc(C2NCCCC2c2ccccc2)cc1 (stereo unspecified)
0 | O=C1CC(c2ccccc2)Oc2ccc(Cl)cc21 (stereo unspecified)
18 | Nc1c2c(=O)[nH]c(O)cc2nn1-c1ccccc1
0 | O=C(CN(c1ccc(Br)cc1)S(=O)(=O)c1ccc(Cl)c([N+](=O)[O-])c1)NCC1CCCO1 (stereo unspecified)
-7 | COc1ccc(C2C3=C(CC(C)(C)CC3=O)Oc3ncn4nc(-c5ccccc5)nc4c32)cc1 (stereo unspecified)
19 | CC(C)=NNc1ncnc2nc[nH]c12
0 | Cc1ccc(S(=O)(=O)NC(C(=O)N2CCN(S(=O)(=O)c3cccc(F)c3)CC2)C(C)C)cc1 (stereo unspecified)
5 | CCOC(=O)N1CCN(C(=O)C(CC(C)C)NS(=O)(=O)c2ccc(C)cc2)CC1 (stereo unspecified)
4 | O=C(Nc1ccc(S(=O)(=O)NC2=NCCCCC2)cc1)c1cc(F)c(F)cc1Cl
-1 | Cc1ccccc1NS(=O)(=O)c1ccc(C(=O)NCC2(N3CCOCC3)CCCCC2)cc1
-2 | O=C(COC(=O)c1ccc(S(=O)(=O)N2CCCCCC2)cc1)NCc1ccc(F)cc1
14 | COCCn1c(C)cc(C(=O)COC(=O)Cc2n[nH]c(=O)c3ccccc23)c1C
0 | NC(=O)c1ccc(NC(=O)COC(=O)c2c[nH]c3ccccc23)cc1
10 | O=C(COC(=O)/C=C/c1cccc(Br)c1)Nc1cccc(S(=O)(=O)NC2=NCCC2)c1
-1 | Cc1cc(C=O)sc1[B-](F)(F)F
1 | O=C(NCc1ccncc1)c1cccc(S(=O)(=O)Nc2ccc(F)cc2)c1

# 3 entries already listed, ordered by length of the SMILES, smallest number first.
DYRK1A inh | molecule
-8 | O=C1C=CC(=O)N1Cc1cccnc1
-3 | COc1ccc(C2NCCCC2c2ccccc2)cc1 (stereo unspecified)
8 | O=c1[nH]nc(N=Nc2c(O)[nH]c3ccc(F)cc23)c(=O)[nH]1

# (next part)
DYRK1A inh | molecule
-2 | CC(Sc1nnc(Cc2cccs2)n1C1CC1)C(=O)NC1CCS(=O)(=O)C1 (stereo unspecified)
-1 | C=C(CN(C)C)C(=O)c1ccc(OC2OC(COC(C)=O)C(OC(C)=O)C(OC(C)=O)C2OC(C)=O)cc1 (stereo unspecified)
4 | COc1ccc(C(CNC(=O)c2nn(-c3ccccc3)c(=O)c3ccccc23)N2CCOCC2)cc1 (stereo unspecified)
-3 | CN(C(=O)c1cccc(NC(=O)Cc2ccc(NC(=O)C3CCCN(C(=O)C4CCC4)C3)cc2)c1)C1CCCC1 (stereo unspecified)
-7 | O=c1oc2ccccc2c(O)c1Sc1c(O)c2ccccc2oc1=O
-2 | COc1ccc(CN(C)CC(=O)Nc2ccccc2C(=O)NC2CC2)cc1OC
1 | CCOC(=O)C(CCc1ccccn1)c1ccccc1 (stereo unspecified)
6 | COc1cc(S(=O)(=O)NCC2(N3CCCCC3)CCCCC2)ccc1NC(C)=O
0 | N#CCSc1ccccc1NC(=O)CN1C(=O)C2CC=CCC2C1=O (stereo unspecified)
10 | CCN(CC)CCn1c(SCC(=O)Nc2ccc3c(c2)CCC3)nc2ccccc2c1=O
-2 | CCOC(=O)C1=C(COC(=O)c2ccc(OC)c(S(=O)(=O)N3CCOCC3)c2)NC(=O)NC1C (stereo unspecified)
1 | CN1CCc2c(sc3c2c(=O)n(-c2ccccc2)c2nnc(SCc4ccc(F)cc4)n32)C1
-4 | COc1ccccc1N1CCN(CCCN2CC(=O)N3CCCCC3C2=O)CC1 (stereo unspecified)
0 | COc1ccccc1Nc1ccc2c(O)cc(S(=O)(=O)O)cc2c1
-1 | CC(C)CC(=O)N1CC=CC[C@@H](c2ccc(Cl)cc2)N(Cc2ccc(Cl)cc2)C(=O)[C@@H]1Cc1ccccc1
0 | COc1ccc(N=C2C(=S)N(c3ccc(OC)cc3)C(=NS(=O)(=O)c3ccccc3)N2c2ccccc2)cc1
0 | CCN(CC)C(=O)[C@H]1CC(CC(=O)NCCc2ccccn2)C(=O)N2CCc3c([nH]c4ccc(OC)cc34)[C@]12C (stereo partly specified)
-10 | COCCN(Cc1nc2ccccc2c(=O)[nH]1)C(=O)COc1ccccc1-c1ccccc1
-1 | O=C(NNC(=O)c1ccc2ccccc2c1)c1cccc(F)c1
-3 | CC(=O)N(C)c1cc([N+](=O)[O-])ccc1OCc1ccccc1
8 | COc1ccc(CN2CCN(C(=O)c3ccc(S(=O)(=O)N4CCCCCC4)cc3)CC2)cc1
-3 | CC(=NNC(=S)N1CCN(c2ccccn2)CC1)c1ccccn1
-2 | C[C@]12CCC(=O)C=C1C=CC1C2CC[C@@]2(C)C1CC[C@@]21CCC(=O)O1 (stereo partly specified)
-7 | CN(C)c1cccc(C(=O)OCC(=O)c2ccc[nH]2)c1
-3 | CC(=O)Nc1ccccc1-c1ccccc1[N+](=O)[O-]

# An excerpt of these results, with bars between the fields:
Compound | DYRK1A inh
CC12CCC(C)(O1)C1C(=O)N(c3nccs3)C(=O)C12 (stereo unspecified) | -4
COc1ccc2c(c1)N(C[C@H](C)CN(C)C)c1ccccc1S2 | -10

# Next structures.
DYRK1A inh | molecule
-3 | Cc1ccc(S(=O)(=O)N2CCOCC2)cc1NC(=O)COC(=O)c1cccc(Cl)c1Cl
7 | O=C(CSc1nc2ccccc2c(=O)n1-c1ccc(F)cc1)NC1CCS(=O)(=O)C1 (stereo unspecified)
12 | CCN1CCN(Cc2ccc(NC(=O)c3ccc(C)c(NC(=O)c4cncc(-c5cccs5)c4)c3)cc2C(F)(F)F)CC1
-1 | O=c1ccn(C2CCCO2)c(=O)[nH]1 (stereo unspecified)
7 | CCC12CCC3c4ccc(O)cc4CCC3C1CC(O)C2O (stereo unspecified)
-9 | COc1ccc(NS(=O)(=O)c2cccc(C(=O)N/N=C(\C)c3cccnc3)c2)cc1
-5 | Cc1cccc(C(=O)OCC(=O)N(CC(C)C)c2c(N)n(Cc3ccccc3)c(=O)[nH]c2=O)c1C
68* | O=[N+]([O-])c1ccc2c(c1)C(=NO)c1cc(F)ccc1-2
4 | CCCN(CC(=O)Nc1ccccc1C)C(=O)C1CC(=O)N(c2ccc(C)cc2)C1 (stereo unspecified)
-3 | COc1ccccc1CNCC(=O)Nc1cc(S(=O)(=O)N2CCCCC2)ccc1C
2 | Cn1c2nc(=O)[nH]c(=O)c-2cc2ccccc21
1 | CC(=O)N(C(C)=O)c1ncn(C)c1S(=O)(=O)Nc1ccccc1
-1 | COc1ccc(CNC(=O)C[C@H]2C[C@H](C(=O)N3CCCCC3)[C@@]3(C)c4[nH]c5cc(CCC(=O)N(C)C)ccc5c4CCN3C2=O)cc1OC
1 | COc1ccc2c(c1)CCCC(Br)C2=O (stereo unspecified)
10 | CC(C)c1ccc(/C=c2\sc3n(c2=O)C(N)=C(C#N)C(c2ccc(C(C)C)cc2)C=3C(N)=O)cc1 (stereo unspecified)
-1 | Cc1cnc(N=Nc2ccccc2)[nH]1
7 | N#CCCN(NC(=O)OCc1ccccc1)C(=O)OCc1ccccc1
15 | CON(C)C(=O)/C=C/c1ccc([B-](F)(F)F)cc1
1 | COc1cc2c(cc1OC)C1CCN3C(=O)CCC3N1CC2 (stereo unspecified)
3 | Cc1ccc(S(C)(=O)=O)cc1C(=O)OCC(=O)N1CCCC1=O
-2 | CCN(C(=O)COC(=O)/C=C/c1ccc(C)o1)c1c(N)n(Cc2ccccc2)c(=O)[nH]c1=O
9 | O=C(NCCCCNCCCNC(=O)c1ccccc1)c1ccccc1
-6 | CCOC(=O)/C=C1/SCC(=O)N1CC(=O)Nc1ccc2c(c1)CCC2
-3 | O=C1C(=Cc2cccs2)Oc2ccccc21
-3 | CC(C)(C)OC(=O)C[C@@H]1C/C=C\C[C@@H](CC(=O)N(CCO)Cc2ccccc2)C(=O)N2CCC[C@H]2COC1=O

# Another view of 5 compounds above.
smiles	DYRK1A inh
Cc1ccccc1NS(=O)(=O)c1ccc(C(=O)NCC2(N3CCOCC3)CCCCC2)cc1	-1
O=C(COC(=O)c1ccc(S(=O)(=O)N2CCCCCC2)cc1)NCc1ccc(F)cc1	-2
COCCn1c(C)cc(C(=O)COC(=O)Cc2n[nH]c(=O)c3ccccc23)c1C	14
NC(=O)c1ccc(NC(=O)COC(=O)c2c[nH]c3ccccc23)cc1	0
O=C(COC(=O)/C=C/c1cccc(Br)c1)Nc1cccc(S(=O)(=O)NC2=NCCC2)c1	10

# Additional records follow.
DYRK1A inh | molecule
-1 | CCCCn1c(N)c(N(CCC(C)C)C(=O)c2ccccc2-n2cnnn2)c(=O)[nH]c1=O
3 | O=C1C(=NO)CCCc2ccccc21
6 | O=C(COC(=O)c1cncc(Br)c1)NCC12CC3CC(CC(C3)C1)C2
1 | COC1OC(CO)C(N(C)C(C)=O)C1O (stereo unspecified)
-3 | c1ccc2c(c1)nc1n2CCC1
35 | CCCCCCCCNS(=O)(=O)CCNCc1ccc(OC)cc1
4 | O=C(O)c1cc2ccccc2cn1
-3 | O=C1ON(Cc2ccccc2)C(c2ccccc2)N1c1ccccc1 (stereo unspecified)
3 | N#Cc1ccccc1OCC(=O)OCC(=O)NC1CCCCC1
-2 | CCOC(=O)C(=O)Cc1cccnn1
-3 | c1ccc(CCNCc2ccco2)nc1
-12 | Cc1cn(CC(=O)N[C@H](CO)Cc2c[nH]c3ccccc23)c(=O)[nH]c1=O
2 | COc1cc2c(c(OC)c1OC)C(c1ccc(C)cc1)CC(=O)O2 (stereo unspecified)
3 | CC12CCC(=O)C=C1CCC1C2C(O)CC2(C)C1CCC2(O)C(=O)COC(=O)COCC(=O)O (stereo unspecified)
-9 | CCOC(=O)C1CCCN(C(=O)C2CCN(S(=O)(=O)c3ccc(Cl)c(C(F)(F)F)c3)CC2)C1 (stereo unspecified)
8 | O=c1[nH]c2cc3c(cc2cc1C(c1nnnn1C1CCCC1)N1CCCc2ccccc21)OCCO3 (stereo unspecified)
11 | NC(=O)C1(Nc2ccc(Cl)cc2)CCCC1
-2 | CCOc1ccccc1C=NNC(=O)C(=O)NN=Cc1ccccc1OCC
-3 | CC(C)(C)OC(=O)N1CCC(C(=O)Nc2cccc(C(=O)N3CCCC3)c2)CC1
4 | Cc1cc(NC(=O)CSc2nc3[nH]c(=O)cc(O)c3s2)ccc1Br
-1 | OCC1OC(n2cnc3c(=S)nc[nH]c32)CC1O (stereo unspecified)
15 | O=C1Nc2ccccc2C1=NN1CCCCCC1
